Assay outcomes from PubChem.
PfM18AAP inh = blocks P. falciparum M18 aspartyl aminopeptidase; recombinant PfM18AAP, H-Glu-NHMec fluorogenic cleavage; 290,000 tested, 1.2% active; AID 1822; inhibition, % at 7.35 µM;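 active means inhibition above the campaign mean inhibition over all tested compounds plus 3 SD, cut at about 28% in these data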;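 further: 0% = plate median of test compound wells and 100% = 2 mM ZnCl2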
IDE act = boosts human insulin-degrading enzyme activity in HEK cells | P14735 | FAbeta-B cleavage, fluorescence polarization; 0% vehicle, 100% cell-free pure enzyme wells | activation, % at 5.96 µM | 340,000 tested, 0.073% active | AID 493087;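 active means activation above the mean of all tested compounds plus 3 SD, set per screening campaign, cut at about 17% in these data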
pCIP destab = lowers stability of the mouse p/CIP coactivator protein. 290,000 tested, 0.01% active. decrease of EGFP signal, % at 10 µM. Q05BA5. F442A p/CIP-EGFP cells, EGFP fluorescence, 16 h;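 active means EGFP signal decrease of at least 30% at 10 µM or well 3 SD below plate mean, unless failing retest; inactive means the rest, including hits failing retest or dose response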; further: some compounds called inactive have numbers as strong as hits; many of its hits are not listed in these tables
Target sequence (Q05BA5 1-1403): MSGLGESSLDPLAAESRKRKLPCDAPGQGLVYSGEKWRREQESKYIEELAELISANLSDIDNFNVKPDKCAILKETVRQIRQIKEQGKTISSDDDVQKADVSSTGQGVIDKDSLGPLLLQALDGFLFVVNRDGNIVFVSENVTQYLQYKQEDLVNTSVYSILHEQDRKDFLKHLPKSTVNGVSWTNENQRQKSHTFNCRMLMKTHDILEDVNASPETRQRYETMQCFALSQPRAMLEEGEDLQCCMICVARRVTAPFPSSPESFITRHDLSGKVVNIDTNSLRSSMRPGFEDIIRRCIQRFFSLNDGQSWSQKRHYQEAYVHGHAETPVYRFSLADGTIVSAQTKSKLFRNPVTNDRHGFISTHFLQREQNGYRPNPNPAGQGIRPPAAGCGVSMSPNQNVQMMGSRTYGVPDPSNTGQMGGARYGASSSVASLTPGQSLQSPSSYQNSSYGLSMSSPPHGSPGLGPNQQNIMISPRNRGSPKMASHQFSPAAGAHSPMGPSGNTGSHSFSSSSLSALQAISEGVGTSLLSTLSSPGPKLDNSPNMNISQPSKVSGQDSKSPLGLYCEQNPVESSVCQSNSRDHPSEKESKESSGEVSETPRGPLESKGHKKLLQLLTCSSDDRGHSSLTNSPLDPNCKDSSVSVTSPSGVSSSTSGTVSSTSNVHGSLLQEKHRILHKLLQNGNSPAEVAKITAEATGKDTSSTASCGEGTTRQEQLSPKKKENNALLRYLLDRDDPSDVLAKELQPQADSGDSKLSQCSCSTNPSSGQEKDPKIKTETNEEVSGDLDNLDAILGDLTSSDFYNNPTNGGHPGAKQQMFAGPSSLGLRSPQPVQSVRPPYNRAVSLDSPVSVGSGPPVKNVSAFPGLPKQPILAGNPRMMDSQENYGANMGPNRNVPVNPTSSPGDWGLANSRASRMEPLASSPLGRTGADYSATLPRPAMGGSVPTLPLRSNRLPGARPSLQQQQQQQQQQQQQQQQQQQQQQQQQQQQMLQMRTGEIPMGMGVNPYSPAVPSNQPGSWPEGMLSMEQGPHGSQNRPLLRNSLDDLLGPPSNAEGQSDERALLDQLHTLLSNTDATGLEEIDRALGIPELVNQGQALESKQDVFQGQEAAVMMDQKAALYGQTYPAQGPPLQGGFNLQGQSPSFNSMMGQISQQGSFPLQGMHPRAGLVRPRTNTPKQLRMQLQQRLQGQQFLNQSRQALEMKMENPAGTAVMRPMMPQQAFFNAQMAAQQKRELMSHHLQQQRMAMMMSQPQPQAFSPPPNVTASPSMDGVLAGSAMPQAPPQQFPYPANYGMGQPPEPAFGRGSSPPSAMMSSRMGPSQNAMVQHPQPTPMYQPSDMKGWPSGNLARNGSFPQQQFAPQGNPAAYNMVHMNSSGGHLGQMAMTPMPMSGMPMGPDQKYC
NALP1 yeast inh = blocks the NALP1 inflammasome reconstituted in yeast; 280,000 tested, 0.61% active; inhibition, % at 10 µM; S. cerevisiae NALP1/ASC/caspase-1 growth, X-gal OD620, 72 h; in the data active means inhibition mostly above about 24%, no sharp cut-off; inactive means mostly below about 32%; further: some compounds called inactive have numbers as strong as hits
IDE cell inh = inhibitors of human insulin-degrading enzyme in cells. AID 434962. inhibition, % at 5.59 µM. P14735. HEK cells, FAbetaB cleavage, fluorescence polarization. 320,000 tested, 0.41% active;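 active means percent inhibition above the average of all tested compounds plus 3 SD, set per screening campaign, cut at about 16% in these data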;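 further: IDE supplied by intact live HEK cells; FP after avidin binding of uncleaved biotin substrate so inhibition keeps polarization high; 0% = DMSO wells and 100% = 60 µM reference IDE inhibitor Ii1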
VIM-2 inhibitor = inhibitors of Pseudomonas aeruginosa VIM-2 metallo-beta-lactamase | purified VIM-2, nitrocefin hydrolysis, epi-absorbance fluorescence | inhibition, % at 5.6 µM | 290,000 tested, 0.89% active | AID 1527;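 active means inhibition above the mean of all tested compounds plus 3 SD, cutoff set per screening run, cut at about 7.5% in these data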;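 further: red hydrolysis product quenches plate fluorescence so inhibitors raise well fluorescence; 0% = enzyme with DMSO and 100% = DMSO without enzyme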
GPR7 antag = human neuropeptides B/W receptor 1 antagonism. GPR7-expressing cells, fluorescence antagonist assay. inhibition, % at 4.4 µM. AID 1861. P48145. 290,000 tested, 1.1% active; in the data active means inhibition above about 16%, passing the limit was not always enough;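 further: cells stimulated with the agonist NPW; 0% = agonist with vehicle and 100% = vehicle without agonist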
PHOSPHO1 inh = inhibitors of human PHOSPHO1 phosphatase; recombinant PHOSPHO1, absorbance phosphatase assay; inhibition, % at 13.3 µM; 290,000 tested, 1.1% active; AID 1565; in the data active means inhibition above about 60%
IMP-1 inhibitor = blocks Pseudomonas aeruginosa IMP-1 metallo-beta-lactamase | inhibition, % at 5.6 µM | 290,000 tested, 0.45% active | purified IMP-1, nitrocefin hydrolysis, epi-absorbance fluorescence;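 active means inhibition above the mean plus 3 SD of all compounds in the same screening run, cut at about 4.5% in these data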;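 further: 0% = IMP-1 with DMSO and 100% = DMSO wells lacking enzyme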
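System: purified IMP-1 / Input: IMP-1 dispensed at 0.2 nM / Medium: 50 mM HEPES pH 7.1, 50 µM ZnSO4, 0.05% Brij 35 / Timing: 15 min enzyme–compound preincubation, then 25 min nitrocefin reaction, 25 °C / Technique: plate fluorescence quenching by hydrolysis product, ex 480/em 530 nm / Repeats: singlicate testing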
An asterisk follows results filed as active; nt = not tested or not shown. Random draw from the library; overall some 5.3% were active at least once.

nr	molecule	PfM18AAP inh	IDE act	pCIP destab	NALP1 yeast inh	IDE cell inh
1	O=S1(=O)C=CC(Nc2cccc(Cl)c2)C1 (centres undefined)	-16	7	-7	40	1
2	Cc1ccc(NC(=O)c2cnccn2)cc1C	-11	-4	7	24	-5
3	CC(c1cccs1)N(C(=O)Nc1ccccc1)C1CCCCC1 (centres undefined)	5	-6	11	-4	4
4	Cc1ccccc1C(=O)NN(C)c1nc2ccccc2nc1C(F)(F)F	5	6	-11	2	3
5	Cc1ccccc1OCc1nc2ccc(S(=O)(=O)N3CCOCC3)cc2[nH]1	-19	-2	-7	11	-10
6	Nc1ncnc2c1ncn2[C@H]1C[C@H](O)[C@@H](COP(=O)(O)O)O1	1	-4	-2	15	-1
7	COC(=O)c1sccc1NC(=O)Nc1ccc(C(C)=O)cc1	-1	1	-4	-1	nt
8	Cc1onc(-c2c(Cl)cccc2Cl)c1C(=O)N1CCN(c2ccccc2)CC1	-11	3	-4	3	-1
9	COc1ccc(CNC(=O)c2sccc2C)cc1	-10	3	-23	24	-4
10	CCc1ccccc1NC(=O)CSc1nnc(Cn2nnc3ccccc32)n1C	1	2	-17	4	0
11	Cn1sc(NC(=O)c2ccccc2)nc1=O	3	4	-1	12	4
12	CCCCNC(=S)Nc1ccccc1F	-4	1	-1	14	5

nr	VIM-2 inhibitor	GPR7 antag	PHOSPHO1 inh	IMP-1 inhibitor
1	-0.9	-11	14	-0.5
2	-0.6	-1	8	0.1
3	-2.5	-2	11	-2.8
4	-2.3	-3	40	-1.9
5	-3.2	-1	98*	-2.8
6	-3.2	-8	1	-1.0
7	-2.9	-3	56	-1.4
8	-1.7	-8	10	-2.6
9	-0.8	-5	31	-0.1
10	-1.3	4	-23	-1.6
11	-4.6	-5	-5	-1.4
12	-2.6	-10	39	-1.2

The listing continues.
nr	molecule	PfM18AAP inh	IDE act	pCIP destab	NALP1 yeast inh	IDE cell inh
13	FC(F)Sc1nc2ccccc2[nH]1	-6	2	-1	17	0
14	COc1ccc(C2CCCN2C(=S)Nc2ccccc2C)cc1OC (centres undefined)	-2	3	3	5	-9
15	CCCN(C(=O)COC(=O)CCOc1ccccc1C)c1c(N)n(Cc2ccccc2)c(=O)[nH]c1=O	12	1	-1	8	2
16	CCCn1c(=O)c(/C(N)=N/O)nn(-c2cccc(C(F)(F)F)c2)c1=O	6	6	-10	-2	1
17	CCc1ccc(NC(=S)N(Cc2ccccc2)Cc2ccccn2)cc1	2	3	10	6	0
18	CCn1cc(C(C)NC(=O)COc2ccc(Cl)cc2C)c(C)n1 (centres undefined)	-13	-8	-13	nt	1
19	N/C(=N\OC(=O)CCC1CCCC1)c1ccc([N+](=O)[O-])cc1	-8	2	-11	2	-2
20	COc1cccc(CC(NC(C)=O)C(=O)NC2CCN(S(=O)(=O)c3ccc(NC(C)=O)cc3)CC2)c1OC (centres undefined)	0	1	-10	3	-1
21	Cn1c(OCc2cccnc2)nc2c1c(=O)n(Cc1ccc(Br)cc1)c(=O)n2C	-3	1	3	-9	-4
22	CSc1cc(C)n(-c2ccccc2)c(=S)c1C(C)=O	3	3	0	-15	1
23	CN(CCC#N)C(=O)COC(=O)c1ccc(CNS(=O)(=O)c2ccc(F)c(Cl)c2)cc1	-6	4	-4	11	11
24	COCCCNC(=O)c1ccc(S(=O)(=O)c2ccc(Cl)cc2)c(NC(C)=O)c1	-8	2	-7	13	1

nr	VIM-2 inhibitor	GPR7 antag	PHOSPHO1 inh	IMP-1 inhibitor
13	-2.8	-4	11	-2.1
14	-1.9	-6	-10	-2.0
15	-2.6	-21	29	-2.9
16	-2.7	-19	25	-2.4
17	-3.9	-4	1	-3.0
18	-2.8	-7	-4	-0.5
19	-0.1	-16	48	-1.6
20	-2.2	-7	16	-1.4
21	-1.5	-3	1	-1.2
22	-0.2	0	14	-1.4
23	0.0	-9	-6	0.1
24	-1.6	-11	33	-1.9

Excerpt, compounds 21–24
nr	molecule	PfM18AAP inh	IDE act	pCIP destab	NALP1 yeast inh	IDE cell inh
21	Cn1c(OCc2cccnc2)nc2c1c(=O)n(Cc1ccc(Br)cc1)c(=O)n2C	-3	1	3	-9	-4
22	CSc1cc(C)n(-c2ccccc2)c(=S)c1C(C)=O	3	3	0	-15	1
23	CN(CCC#N)C(=O)COC(=O)c1ccc(CNS(=O)(=O)c2ccc(F)c(Cl)c2)cc1	-6	4	-4	11	11
24	COCCCNC(=O)c1ccc(S(=O)(=O)c2ccc(Cl)cc2)c(NC(C)=O)c1	-8	2	-7	13	1

nr	VIM-2 inhibitor	GPR7 antag	PHOSPHO1 inh	IMP-1 inhibitor
21	-1.5	-3	1	-1.2
22	-0.2	0	14	-1.4
23	0.0	-9	-6	0.1
24	-1.6	-11	33	-1.9

Other compounds follow.
nr	molecule	PfM18AAP inh	IDE act	pCIP destab	NALP1 yeast inh	IDE cell inh
25	CCCn1c(C)cc(/C=C(\C#N)C(=O)O)c1C	6	3	-12	24	3
26	CC(=O)Oc1cc2cccc(OC(C)=O)c(=O)c2c(OC(C)=O)c1OC(C)=O	53*	1	-1	-13	4
27	O=C(Cn1cc2c(n1)CCCC2)NCCCN1CCN(C2CCCCC2)CC1	4	5	5	12	1
28	O=S(=O)(c1ccccc1)N1CCN(c2nc(-c3cccs3)nc3ccccc23)CC1	0	nt	0	26	-2
29	Cc1ccc2cccc(OCc3ccccc3)c2n1	3	nt	-2	-11	3
30	CN1C(=O)c2cccc(N(C)C)c2C1=O	-10	-1	4	23	-3
31	Cc1ccc(S(=O)(=O)CCNC(=O)Cc2ccc(Cl)cc2)cc1	-3	11	-7	2	-4
32	O=C(O)CSc1ncnc2scc(-c3ccc(Br)cc3)c12	-7	-6	-19	nt	-2
33	COc1cc(S(=O)(=O)Nc2c(C)cc(C)cc2C)ccc1Cl	-11	8	-10	12	2
34	COc1cccc(-c2ccc(NC(=O)C3CCCN(CCCn4nc(C)cc4C)C3)cc2)c1 (centres undefined)	4	5	0	23	0
35	O=C1CC(c2ccccc2)Oc2cc(O)cc(O)c21 (centres undefined)	nt	7	-13	-15	3
36	Cc1ccc(C2CC(=O)c3cnn(-c4nc(C)cc(C)n4)c3C2)cc1 (centres undefined)	8	-5	-4	20	1

nr	VIM-2 inhibitor	GPR7 antag	PHOSPHO1 inh	IMP-1 inhibitor
25	-4.3	-12	-2	0.4
26	6.9	-9	28	8.9*
27	-5.3	1	-2	-3.5
28	-0.6	-15	-5	-0.3
29	-3.2	-10	15	-3.2
30	-1.1	-10	-8	0.9
31	-1.5	-7	34	-0.2
32	1.5	-1	18	-2.4
33	-1.7	-5	5	-4.9
34	-0.2	6	8	-1.3
35	nt	nt	31	nt
36	-1.2	6	-8	-1.5

Following part:
nr	molecule	PfM18AAP inh	IDE act	pCIP destab	NALP1 yeast inh	IDE cell inh
37	CN(C)CCCNc1oc(-c2ccc(Cl)cc2)nc1C#N	2	2	11	22	4
38	CC1(C)Cc2c(sc(NC(=O)c3ccco3)c2C(=O)O)CO1	8	0	3	5	-2
39	CCOc1ccc(C(=O)NC(=S)Nc2ccc(NC(=O)c3ccco3)cc2)cc1[N+](=O)[O-]	6	-5	-8	18	-1
40	Cc1ccc(-n2ncc3c(NCc4ccco4)ncnc32)cc1C	-2	-3	-3	-4	3
41	O=C(NCc1ccco1)/C(=C/c1ccc(Cl)cc1)NC(=O)c1ccco1	-1	2	1	9	1
42	O=C(Cc1ccccc1Cl)N/N=C/c1cccnc1	-1	0	-6	3	0
43	O=C(O)C1CC=CCC1C(=O)NC12CC3CC(CC(C3)C1)C2 (centres undefined)	5	1	2	2	-3
44	COc1ccc(NC(=O)c2ccccc2NC(=O)c2ccco2)c(OC)c1	-3	5	-2	12	-3
45	Cn1c(=N)n(CC(=O)O)c2ccccc21	-4	2	2	17	2
46	Cc1cc(NC(=O)CCC(=O)N(c2ccccc2)C(C)C(=O)NC2CCCC2)no1 (centres undefined)	2	3	8	9	-1
47	COc1ccc(/C=C/C(=O)Nc2nnc(C(C)C)s2)cc1OC	3	nt	-7	nt	4
48	CC1CCCN(CC(O)CN)C1 (centres undefined)	-2	-2	-2	10	-5

nr	VIM-2 inhibitor	GPR7 antag	PHOSPHO1 inh	IMP-1 inhibitor
37	0.3	3	-16	-1.4
38	-1.6	-10	4	-0.6
39	3.2	13	4	1.1
40	0.7	-6	-5	-3.1
41	-3.5	13	30	-2.8
42	-2.0	13	18	-2.0
43	-3.6	-9	12	-6.9
44	-1.0	-14	21	1.2
45	-1.2	-7	-14	-3.6
46	-2.8	-10	35	-2.7
47	-1.5	-12	47	-2.5
48	-3.7	-6	5	-0.4

Overlap with the part before: 5 compounds, followed by the next part.
nr	molecule	PfM18AAP inh	IDE act	pCIP destab	NALP1 yeast inh	IDE cell inh
44	COc1ccc(NC(=O)c2ccccc2NC(=O)c2ccco2)c(OC)c1	-3	5	-2	12	-3
45	Cn1c(=N)n(CC(=O)O)c2ccccc21	-4	2	2	17	2
46	Cc1cc(NC(=O)CCC(=O)N(c2ccccc2)C(C)C(=O)NC2CCCC2)no1 (centres undefined)	2	3	8	9	-1
47	COc1ccc(/C=C/C(=O)Nc2nnc(C(C)C)s2)cc1OC	3	nt	-7	nt	4
48	CC1CCCN(CC(O)CN)C1 (centres undefined)	-2	-2	-2	10	-5
49	C#CCN1C(=O)C(O)(c2c(C)[nH]c3ccccc23)c2ccccc21 (centres undefined)	6	2	0	nt	-1
50	COc1ccnc(CSC(N)=Nc2cccc(C(F)(F)F)c2)c1	0	2	3	28	3
51	COc1ccccc1N1C(=O)CCC1(C#N)c1ccccc1 (centres undefined)	-3	3	8	-12	2
52	Cc1ccccc1OCC(=O)OC1CCN(C)CC1	1	5	-10	21	3
53	CCOc1ccc(Cl)cc1CSc1ncn[nH]1	-9	5	-17	21	-2
54	O=C(CSc1nnc(-c2ccccn2)n1-c1ccc(Cl)cc1)Nc1ccc2c(c1)OCO2	1	-5	2	26	3
55	COC(=O)c1ccc(C2C(C#N)=C(N)Oc3cc(C)n(C)c(=O)c32)cc1 (centres undefined)	4	2	-4	8	6
56	CN1CCN(C(=S)c2cn(Cc3ccccc3)c3ccccc23)CC1	0	0	-9	-2	6

nr	VIM-2 inhibitor	GPR7 antag	PHOSPHO1 inh	IMP-1 inhibitor
44	-1.0	-14	21	1.2
45	-1.2	-7	-14	-3.6
46	-2.8	-10	35	-2.7
47	-1.5	-12	47	-2.5
48	-3.7	-6	5	-0.4
49	-2.8	-1	30	-2.4
50	-0.8	-16	-3	-1.8
51	-4.3	-3	-84	-0.8
52	1.3	4	52	0.4
53	-2.4	4	-31	-4.8
54	-0.2	-11	33	-3.0
55	-0.1	-4	16	0.7
56	-0.9	4	36	-1.2
